cln2 rad14: NCI yeast anticancer drug screen, S. cerevisiae cln2 rad14 strain; % growth inhibition at 50 µM; 78,000 tested, 8.3% active;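 note: 0% = growth of vehicle-only cultures of the same strain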
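Yeast carrying cln2 and rad14 alterations (cell cycle control and DNA damage repair) were exposed to compounds. Growth inhibition was measured against vehicle-treated controls.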
sgs1 mgt1: NCI yeast anticancer drug screen, S. cerevisiae sgs1 mgt1 strain. 78,000 tested, 10% active. growth inhibition, % at 50 µM;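 note: 0% = growth of vehicle-only cultures of the same strain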
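Percent growth inhibition was derived by comparing compound-exposed mutant yeast with vehicle-exposed cultures. The strain carries alterations in DNA damage repair.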
rad50: NCI yeast anticancer drug screen, S. cerevisiae rad50 strain | 79,000 tested, 10% active | % growth inhibition at 50 µM;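 note: 0% = growth of vehicle-only cultures of the same strain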
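Genetically altered yeast (DNA repair pathway); compound treatment; growth inhibition vs vehicle ctrl.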
yeast mec2-1: NCI yeast anticancer drug screen, S. cerevisiae mec2-1 strain | growth inhibition, % at 50 µM | 79,000 tested, 9% active | AID 157;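 note: 0% = growth of vehicle-only cultures of the same strain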
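Yeast mec2-1 mutant treated with compound. Readout: growth inhibition vs vehicle controls.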
yeast mlh1 rad18: NCI yeast anticancer drug screen, S. cerevisiae mlh1 rad18 strain | % growth inhibition at 50 µM | 79,000 tested, 11% active;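 note: 0% = growth of vehicle-only cultures of the same strain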
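Genetically defined yeast (DNA repair-deficient) exposed to compounds; growth inhibition determined relative to vehicle.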
bub3: NCI yeast anticancer drug screen, S. cerevisiae bub3 mutant strain | % growth inhibition at 50 µM | 78,000 tested, 9.9% active;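 note: 0% = growth of vehicle-only cultures of the same strain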
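Steps: expose the mutant yeast strain to compound; grow alongside vehicle-treated cultures; measure growth; express inhibition against the vehicle cultures.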
Starred values were filed as active, the others as inactive; nt = not tested or not shown; & = joins results of further samples. Cut-off read from the data, not from the text of the source: active = growth inhibition above about 70%; inactive = the rest. Not all compounds are listed; the hit share may differ from the screen's.

SMILES	cln2 rad14	sgs1 mgt1	rad50	yeast mec2-1	yeast mlh1 rad18	bub3
O=c1s[se]c2ccccc12	92*	90*	84*	87*	92*	90*
COc1cc(CC(C)=O)ccc1O	-1	12	17	-1	6	-3
FC(F)(F)c1ccccc1NC1=NCCO1	-32	1	-14	-13	-5	-10
O=P1(N(CCCl)CCCl)Oc2c(Cl)cc(Cl)c(Cl)c2Cc2c(Cl)c(Cl)cc(Cl)c2O1	0	3	-15	-32	-11	-14
CC(C)(C)OO	-1	1	5	7	-17	22
O=C([O-])CC(=O)[O-].[Cu+2].[OH3+].[OH3+]	-20	12	25	11	6	-9
Nc1nc(N)c(-c2ccc(Cl)c(Cl)c2)c(COc2cccc(CNS(=O)(=O)c3cccc(S(=O)(=O)F)c3)c2)n1	77*	66	90*	92*	96*	89*
O=NNc1cnc2ccccc2n1	-5	-10	49	0	12	-38
O=S(=O)(O)O.[In]	10	39	22	42	15	26
Cc1cc(CCl)cc(C)c1O	7	7	10	9	27	-17
CC(C)(C)C1COP(=S)(c2ccccc2)OC1 (stereo unspecified)	-12	-22	-30	-1	-8	19
N#CC1(c2ccccc2)CCNCC1	1	-3	-2	-34	-18	0
O=C(c1ccc(Cl)cc1)N1CCOCC1	-29	-8	-4	-15	-8	-53
COC(=O)c1ccc(C=C(C#N)C#N)cc1	31	-28	-6	-3	-21	2
CS(=O)(=O)OCCN(CCCl)c1cc(C(N)=O)c([N+](=O)[O-])cc1[N+](=O)[O-]	-16	5	-7	-6	-2	-11
NC(=O)NNc1ccc([N+](=O)[O-])cc1[N+](=O)[O-]	nt	nt	12	-5	15	nt
O=C1C2CCC(C2)C1Cl (stereo unspecified)	2&-9	-8&-24	11&1	-8&-17	7&-4	-6&-6
CC1=NNC(=O)C1(Br)Br	70	14	9	12	-24	43
Cc1cc(O)c2c(c1)OC(C)(C)C1=C2CC(C)CC1 (stereo unspecified)	-53	-1	-6	11	-22	-16
CN(N=O)C(=O)NNC(=O)N(C)N=O	12	92*	95*	38	67	2
CC(=O)[O-].O=C([CH-]C(=O)c1ccccc1)c1ccccc1.O=C([CH-]C(=O)c1ccccc1)c1ccccc1.[Y+3]	nt	94*	91*	94*	91*	92*
CCCCCCCCCCOC(=O)c1ccccc1C(=O)OCCCCCCCCCC	17	-14	-22	-24	-25	-11
COc1ccc2[nH]cc(CCN(C)C)c2c1	17	2	5	-25	-10	-2
O=C(NCC#CCN1CCCC1)Nc1cccc(Cl)c1	-9	-1	-12	9	9	-3
CC(C)c1ccccc1OP(=S)(S)Oc1ccccc1C(C)C	87*	73*	83*	3	79*	37
O=C(c1ccccc1)C1C(c2ccccc2)N1Cc1ccccc1 (stereo unspecified)	6	10	0	12	-3	10
OC[P+](CO)(CO)CO	-25	-8	-3	1	-6	15
COc1ccc(CC2NCCc3cc(OC)c(OC)cc32)cc1OC (stereo unspecified)	13	5	8	-22	11	3
CCC1(/C=C/C(C)C)C(=O)NC(=S)NC1=O	1	-1	-1	5	3	0
CC(C)CC(N)C(=O)O (stereo unspecified)	-34&-11	-31&-3	-19&-6	9&-5	-41&6	-8&6
CC[N+]1(C)C2CCC1CC(O)C2 (stereo unspecified)	5	11	-1	-7	-2	-3
CC1CN2CC(C)OB(O1)OC(C)C2 (stereo unspecified)	8	5	30	0	31	10
CN(C)C(=O)Oc1c(Cl)cc(Cl)c(Cl)c1Cl	36	22	14	-11	38	-36
CC(C)c1cccc(OC(=O)N(C)C=O)c1	-46	-13	-8	13	-2	-21
O=C1NC2(CCCCC2)NC12CCCCC2	6	-23	-9	-16	-15	-16
CC(C)OP(=O)(NO)OC(C)C	-26	-14	-17	2	-24	-6
[N-]=[N+]=Nc1nc2ccccc2c(N=[N+]=[N-])c1Cl	32	6	7	-7	9	5
Oc1ccccc1Br	-61	-10	6	12	-2	-22
COc1cc(O)c2c(O)c3c(c4c2c1[C@]1(C4)C(C)=CCCC1(C)C)[C@H](O)[C@@]1(O)CC(=O)C(C(N)=O)=C(O)[C@@]1(O)C3=O	98*	99*	97*	99*	97*	98*
O=C(Oc1ccc(S(=O)(=O)F)cc1Cl)c1ccccc1Cl	99*	100*	99*	100*	99*	99*
[Ni+2].[O-][Cl+3]([O-])([O-])O.c1ccc([PH+](CC[PH+](c2ccccc2)c2ccccc2)c2ccccc2)cc1.c1ccc([PH+](CC[PH+](c2ccccc2)c2ccccc2)c2ccccc2)cc1	9	59	49	42	72*	44
C=C1C(=O)OC2/C=C(\C)CC/C=C(/C)CC(OC(=O)/C(=C/CO)CO)C12 (stereo unspecified)	13	15	6	-12	-55	-6
CCOP(=O)(Oc1ccc([N+](=O)[O-])cc1)c1cccc(Br)c1 (stereo unspecified)	41	54	42	20	25	39
CCC(Cl)COP(=O)(OCC(Cl)CC)C(CC)OP(=S)(OCC(Cl)CC)OCC(Cl)CC (stereo unspecified)	95*	66	17	11	21	58
CC12CCC3C(CC(N4CC4)C4(O)CC(O)CCC34C)C1CCC2=O (stereo unspecified)	15	-4	16	-10	-8	-8
CC(=O)OCC12CCC(C)=CC1OC1C3(O)N=C(C)OC3C2(C)C12CO2 (stereo unspecified)	56	41	32	69	18	42
CCOC(OCC)c1ccccc1	-12	-5	8	-5	14	7
COc1ccc(CC(N)c2ccccc2)cc1 (stereo unspecified)	10	6	8	18	-4	13
NC(=O)c1cc([N+](=O)[O-])cc([N+](=O)[O-])c1N(CCCl)CCCl	-4	-15	-3	-11	-15	-9
Nc1ccc(Sc2ccc(N)cc2)cc1	-53	-1	16	0	23	-8
Sc1ccc(Cl)cc1	15&-45	26&13	52&10	32&11	32&14	62&-33
COC(=O)C1C(c2ccc(-c3ccccc3)cc2)N1C1CCCCC1 (stereo unspecified)	-2	3	8	20	2	-4
O=C(NC(Cl)=C(Cl)Cl)P(=O)(c1ccccc1)c1ccccc1	17	11	-17	-28	3	-5
CN(C(=O)C1C(C(=O)O)C2(Cl)C(Cl)=C(Cl)C1(Cl)C2(Cl)Cl)C1CCCCC1 (stereo unspecified)	-43	0	3	0	6	16
CCCCCCCCN1CCN(CCCCCCCC)C2CCCCC21 (stereo unspecified) (tested in a mixture with another compound)	56	70*	67	44	77*	72*
O=[N+]([O-])c1ncccc1NCCN1CCCC1	-29	-16	-2	0	5	7
O=C(O)c1ccccc1	-12&-11	33&-15	-31&-11	-18&0	11&-38	-4&-20
C/C(=N\NS(=O)(=O)c1ccc(C)cc1)C(CN1CCCCC1)C(c1ccccc1)c1c(O)c2ccccc2oc1=O (stereo unspecified)	20	15	11	8	6	33
CN(C=O)C(=S)[S][Sb]([S]C(=S)N(C)C=O)[S]c1nc2ccc(N=Nc3ccc(NS(=O)(=O)c4ccc(NC(=O)C(N5CC5)(N5CC5)N5CC5)cc4)cc3)cc2s1	99*	100*	99*	99*	99*	99*
CC(C)OP(=O)(OC(C)C)C(=O)Nc1ccc(Br)cc1	23	16	16	10	22	14

Of the compounds above, 2 have a cyano group.
SMILES	cln2 rad14	sgs1 mgt1	rad50	yeast mec2-1	yeast mlh1 rad18	bub3
N#CC1(c2ccccc2)CCNCC1	1	-3	-2	-34	-18	0
COC(=O)c1ccc(C=C(C#N)C#N)cc1	31	-28	-6	-3	-21	2

Quoted from the listing:
COC(=O)C1C(c2ccc(-c3ccccc3)cc2)N1C1CCCCC1 (stereo unspecified) – sgs1 mgt1: 3
C=C1C(=O)OC2/C=C(\C)CC/C=C(/C)CC(OC(=O)/C(=C/CO)CO)C12 (stereo unspecified) – yeast mec2-1: -12
COc1ccc(CC(N)c2ccccc2)cc1 (stereo unspecified) – bub3: 13
Nc1ccc(Sc2ccc(N)cc2)cc1 – cln2 rad14: -53
CCC(Cl)COP(=O)(OCC(Cl)CC)C(CC)OP(=S)(OCC(Cl)CC)OCC(Cl)CC (stereo unspecified) – yeast mlh1 rad18: 21
O=C(NC(Cl)=C(Cl)Cl)P(=O)(c1ccccc1)c1ccccc1 – yeast mlh1 rad18: 3
C/C(=N\NS(=O)(=O)c1ccc(C)cc1)C(CN1CCCCC1)C(c1ccccc1)c1c(O)c2ccccc2oc1=O (stereo unspecified) – cln2 rad14: 20

Next part:
SMILES	cln2 rad14	sgs1 mgt1	rad50	yeast mec2-1	yeast mlh1 rad18	bub3
CN1C2CCC1CC(OC(=O)c1ccc(O)cc1)C2 (stereo unspecified)	nt	nt	-7	-3	0	nt
CNC(=O)Oc1ccccc1OC(C)C	-20	5	-8	-8	9	4
N=P(c1ccccc1)(c1ccccc1)c1ccccc1.[Cr+6].[N-]=C=S.[N-]=C=S.[N-]=C=S.[N-]=C=S.[NH2-].[NH2-]	-3	-4	4	-3	0	-2
C/C=C/CC1(CCCC)C(=O)NC(=O)NC1=O	-40&11	-3&11	-10&14	5&21	-14&9	8&-1
[Cl][Pt][Cl].c1ccc([PH+](c2ccccc2)c2ccccc2)cc1.c1ccc([PH+](c2ccccc2)c2ccccc2)cc1	-7	-5	-2	5	-17	-2
O=C(Nc1cccc(S(=O)(=O)F)c1)/C(=C/c1ccc([N+](=O)[O-])cc1)c1ccccc1	79*	87*	89*	86*	88*	81*
CN1C(=O)C(C2CCCCC2)C(=O)N(C)C1=O	25	-2	9	1	-27	12
Nc1ccc(C(=O)N/N=C/c2ccc(N(CCBr)CCBr)cc2)cc1	2	26	43	22	54	5
CCOC(=O)C1C(=O)C(=O)N2CCc3c([nH]c4ccccc34)C12 (stereo unspecified)	12	34	18	8	16	-3
COc1ccc2c(c1OC)C[N+]1(C)CCc3cc4c(cc3C1=C2)OCO4 (stereo unspecified)	-2	-13	22	0	-2	-2
O=C(Nc1ccc(S(=O)(=O)Nc2ccc(N=Nc3ccc(N=Nc4ccccc4)cc3)cc2)cc1)C(N1CC1)(N1CC1)N1CC1	9	4	30	-10	-7	-4
C#CCN1C(=O)N(CC#C)C(=O)C(CC#C)(C(CC=C)c2ccccc2)C1=O (stereo unspecified)	58	66	57	27	53	59
O=C(/C=C/c1ccccc1)NCCc1cnc[nH]1	nt	nt	1	2	16	nt
[Cl][Hg].c1ccc([As]c2ccc(-c3ccccc3)cc2)cc1 (stereo unspecified)	99*	99*	99*	99*	99*	99*
CN(C1CCCCC1)C1CCCCC1	-10	-7	-8	-2	-8	7
CCC[CH2][Sn]([CH2]CCC)([CH2]CCC)[CH2]CC[N+](C)(CCO)CCO.CS(=O)(=O)[O-]	99*	100*	99*	99*	99*	99*
[C-]#[O+].[C-]#[O+].[C-]#[O+].[Mo].c1ccc([PH+](CC[As](c2ccccc2)c2ccccc2)CC[As](c2ccccc2)c2ccccc2)cc1	19	21	11	9	29	7
CCC[CH2][Sn]1([CH2]CCC)[O]Cc2nc(C)ccc2[O]1	72*	80*	77*	82*	86*	84*
N#CNc1nnnn1-c1ccccc1 (tested in a mixture with another compound)	44	1	8	9	-17	12
Cc1ccc(S(=O)(=O)OC2CC3c4ccccc4C2c2cccc[n+]23)cc1 (stereo unspecified)	-18	36	68	8	12	9
C=CCOC(=O)Cc1ccccc1	-32	5	20	-5	-4	-39
CCOP(=S)(OCC)Oc1ccc2c(c1)OC(=O)C1(Cl)C2(C)C2(Cl)C(=O)Oc3cc(OP(=S)(OCC)OCC)ccc3C12C (stereo unspecified)	15	3	10	5	1	2
O=C([O-])C(F)(F)C(F)(F)F.[C-]#[O+].[C-]#[O+].[C-]#[O+].[C-]#[O+].[C-]#[O+].[Re]	68	91*	84*	92*	44	91*

A stretch taken from the entries so far, for reference:
SMILES	cln2 rad14	sgs1 mgt1	rad50	yeast mec2-1	yeast mlh1 rad18	bub3
CCC[CH2][Sn]1([CH2]CCC)[O]Cc2nc(C)ccc2[O]1	72*	80*	77*	82*	86*	84*
N#CNc1nnnn1-c1ccccc1 (tested in a mixture with another compound)	44	1	8	9	-17	12
Cc1ccc(S(=O)(=O)OC2CC3c4ccccc4C2c2cccc[n+]23)cc1 (stereo unspecified)	-18	36	68	8	12	9
C=CCOC(=O)Cc1ccccc1	-32	5	20	-5	-4	-39
CCOP(=S)(OCC)Oc1ccc2c(c1)OC(=O)C1(Cl)C2(C)C2(Cl)C(=O)Oc3cc(OP(=S)(OCC)OCC)ccc3C12C (stereo unspecified)	15	3	10	5	1	2
O=C([O-])C(F)(F)C(F)(F)F.[C-]#[O+].[C-]#[O+].[C-]#[O+].[C-]#[O+].[C-]#[O+].[Re]	68	91*	84*	92*	44	91*

Screens from PubChem.
